GPR151 ag = activators of human GPR151, primary screen, cell-based, PathHunter beta-arrestin, luminescence | actives 1% (n = 650,000) | activation, % at 11.2 µM | PathHunter beta-arrestin GPR151 cells | G-protein coupled receptor 151 (Homo sapiens), Q8TDV0; in the data active = activation above about 4.9%;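 also: 0% = median of compound wells and 100% = cells with positive control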
FBW7 activator = FBW7 E3 ligase activators, primary screen, biochemical, AlphaScreen, human; normalized activity (activation), % at 26.1 µM; actives 0.13% (n = 650,000); AID 1259310, 2017; F-box/WD repeat-containing protein 7 (Homo sapiens), Q969H0; AlphaScreen FBW7–phospho-cyclin E peptide binding, activator screen; in the data active = normalized activity above about 1.9%;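 also: purified mutant Fbw7 with reduced substrate affinity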
Target sequence (Q969H0 whole entry, looked up): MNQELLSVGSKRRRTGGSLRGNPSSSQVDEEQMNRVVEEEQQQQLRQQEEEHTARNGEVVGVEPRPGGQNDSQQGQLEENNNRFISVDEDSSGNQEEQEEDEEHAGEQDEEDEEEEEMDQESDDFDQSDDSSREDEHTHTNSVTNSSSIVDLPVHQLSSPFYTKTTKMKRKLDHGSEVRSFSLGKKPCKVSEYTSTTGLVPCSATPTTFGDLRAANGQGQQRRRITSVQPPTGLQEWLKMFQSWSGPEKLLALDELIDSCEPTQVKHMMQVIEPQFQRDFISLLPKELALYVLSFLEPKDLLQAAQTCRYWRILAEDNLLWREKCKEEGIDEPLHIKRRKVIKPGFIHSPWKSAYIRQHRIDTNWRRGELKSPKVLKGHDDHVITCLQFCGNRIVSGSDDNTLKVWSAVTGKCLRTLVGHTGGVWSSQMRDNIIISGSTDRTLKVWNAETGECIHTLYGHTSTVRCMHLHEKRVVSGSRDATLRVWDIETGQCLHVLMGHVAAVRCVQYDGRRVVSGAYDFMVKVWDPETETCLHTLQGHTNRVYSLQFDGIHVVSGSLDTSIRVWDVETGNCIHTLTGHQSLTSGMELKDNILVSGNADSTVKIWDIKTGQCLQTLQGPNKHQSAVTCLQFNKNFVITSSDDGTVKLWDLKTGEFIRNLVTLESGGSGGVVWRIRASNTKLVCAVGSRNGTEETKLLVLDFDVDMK
MITF inh = MITF inhibitors, primary screen, biochemical, AlphaScreen, human | AID 1259374, 2018 | actives 0.91% (n = 650,000) | inhibition, % at 2.6 µM | AlphaScreen MITF homodimerization, bead proximity signal; in the data active = inhibition above about 50%;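 also: 0% = vehicle wells with protein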
TEAD-YAP block = TEAD-YAP interaction inhibition, primary screen, TEAD-YAP interaction inhibitor project, luminescence, HEK-TIYL cells; TEAD-Gal4/YAP UAS-luciferase luminescence; inhibition, % at 9.12 µM; actives 1.4% (n = 640,000); AID 1259422, 2018; in the data active = inhibition above about 32%;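 also: 0% = median of test compound wells and 100% = reference inhibitor wells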
The depositor's hits bear a star; & = joins results of further samples.

Structure	GPR151 ag	FBW7 activator	MITF inh	TEAD-YAP block
O=C1C2C3C=CC(C3)C2C(=O)N1c1ccccc1OS(=O)(=O)c1ccc(Cl)cc1 (stereo not drawn)	1.1	0.3	-2	1
CSc1ccc(C2NC(=O)NC(C)=C2C(=O)c2ccc(Cl)cc2)cc1 (stereo not drawn)	-1.4	0.3	15	9
O=C(Nc1ccc(Oc2ccc(Cl)cc2)cc1)c1ccccc1F	-0.3	-0.1	8	-7
Cc1cccc(OC(C)C(=O)N/N=C\c2ccccn2)c1 (stereo not drawn)	-1.1	0.1	-4	8
COc1cc(C)ccc1OCCON1C(=O)CCC1=O	-0.3	0.1	-5	-8
COc1ccc(-c2noc(CSc3nnc(-c4ccncc4)n3C)n2)cc1	-2.4	-0.4	11	-13
COc1ccc(NC(C)=O)cc1NC(=O)CSc1nnc(C2CCCCC2)n1N	-0.6	0.2	-3	3
CNc1ccc(Cl)c2c1C(=O)c1ccccc1C2=O	-1.1	-0.5	1	-11
CN1C(=O)/C(=C/c2nc3ccccc3c(=O)[nH]2)c2ccccc21	-0.7	-0.1	9	4
Cc1nc2cc(C(=O)NCCc3ccccc3)ccc2n1-c1ccc(C(C)C)cc1	-2.2	0.2	-12	-3
CCOC(=O)C1=C(c2ccccc2)N=c2s/c(=C\c3ccc(N(C)C)cc3)c(=O)n2C1c1cccs1 (stereo not drawn)	2.5	0.1	1	7
O=C(Nc1ccc2sccc2c1)c1ccc2c(c1)OCO2	-6.6	-0.1	-8	72*
CCOC(=O)N1CCN(c2ccccc2O)CC1	0.2	-0.2	3	7
Cc1cc(Br)ccc1OCC(=O)NNC(=O)C12CC3CC(CC(C3)C1)C2	0.0	-0.1	-26	4
CC(C)(C)n1nc2c(c1NC(=O)c1ccc(Cl)c([N+](=O)[O-])c1)CSC2	-0.5	-0.1	2	-8
Cc1cc2nc(-c3cccnc3SCC(=O)N3CCCC3)[nH]c2cc1C	-5.0	-0.1	2	-7
CCOC(=O)c1c(NC(=O)CSc2nnc(CNC(=O)c3ccccc3OC)n2-c2ccc(OCC)cc2)sc2c1CCC2	0.4	-0.1	-2	-9
C/C=C(\CC(NCCCC(OC)OC)c1ccccc1)C[Si](C)(C)C (stereo not drawn)	-0.4	0.0	2	3
COc1cccc(-n2c(C)nc3cc(C(=O)O)ccc32)c1	1.1	0.0	5	-2
CC1COC2=C(N3CCN(C)CC3)C(F)=CC3C(=O)C(C(=O)O)=CN1C23 (stereo not drawn)	-0.8	-0.3	6	3
Cc1nc(-c2ccccn2)cc(N2CCc3ccccc3C2)n1	1.8	-0.3	-4	20
CCN(CC)CCNC(=O)c1cc2c(=O)oc3ccc(C)cc3c2s1	-0.6	-0.1	6	-5
CCn1c(=O)c2ccccc2n(CC)c1=O	-1.0	-0.1	1	1
CNc1c(NC(=O)c2cccc(C)c2)c(=O)oc2ccccc12	0.6	0.3	5	3

A draw from above in order of SMILES length, falling:
Structure	GPR151 ag	FBW7 activator	MITF inh	TEAD-YAP block
CC1COC2=C(N3CCN(C)CC3)C(F)=CC3C(=O)C(C(=O)O)=CN1C23 (stereo not drawn)	-0.8	-0.3	6	3
CCN(CC)CCNC(=O)c1cc2c(=O)oc3ccc(C)cc3c2s1	-0.6	-0.1	6	-5
Cc1nc(-c2ccccn2)cc(N2CCc3ccccc3C2)n1	1.8	-0.3	-4	20

Other results.
Structure	GPR151 ag	FBW7 activator	MITF inh	TEAD-YAP block
COCCCNC(=O)Cn1nnc(-c2ccccc2NC(=O)c2ccc(F)cc2)n1	0.0	-0.1	3	2
Cc1cc(N2CCCCC2)nc2ccc(NC(=O)CCC(=O)NCCCOC(C)C)cc12	0.1	0.0	-27	-17
COc1cccc(CN2CCC(=O)N(Cc3c(F)cc(F)cc3F)CC2)c1	-1.9	-0.2	16	-1
O=C(Nc1nnc(COc2ccc(Br)cc2)s1)C12CC3CC(CC(C3)C1)C2	-1.0	0.4	-9	0
CSc1ccccc1NC(=O)NC1CC(=O)N(c2cccc(F)c2)C1 (stereo not drawn)	-0.9	-0.1	5	-3
Cc1cccc(-n2ncc3c(NCc4ccco4)ncnc32)c1	-0.9	0.1	18	-22
CCCCNC(=O)Cc1c(C)nc2c(-c3ccccc3)c(C)nn2c1C	-0.8	0.2	-10	-1
Cc1n(CCCCS(=O)(=O)O)c2cc(Cl)c(Cl)cc2[n+]1C	0.0	0.3	-12	0
COC(=O)C1=CN(Cc2cccs2)C=C(C(=O)OC)C1c1ccccc1OC(C)C	0.7	0.5	9	4
COc1ccc(N2C(=O)NC(=O)/C(=C/c3cc(Cl)c(O)c(OC)c3)C2=O)cc1	0.6	-0.1	4	-3
CC(C)(C)c1ccc(/C=N/NC(=O)C(N)=O)cc1	-0.9	0.5	12	-10
COC(=O)/C=C1\C(=O)N(C(C)=O)c2ccc(Br)cc21	0.3	-0.4	-9	-7

Overlap with the part before: 2 compounds, followed by the next part.
Structure	GPR151 ag	FBW7 activator	MITF inh	TEAD-YAP block
CC(C)(C)c1ccc(/C=N/NC(=O)C(N)=O)cc1	-0.9	0.5	12	-10
COC(=O)/C=C1\C(=O)N(C(C)=O)c2ccc(Br)cc21	0.3	-0.4	-9	-7
CCCc1cc(=O)[nH]c(SCC(=O)Nc2ccccc2C)n1	1.3	0.0	-4	-2
O=C1CC2(CCN(C(=O)CCCN3C(=O)c4ccccc4C3=O)CC2)Oc2ccccc21	0.7	-0.1	-2	5
COc1cc(O)c(C(=O)/C=C/c2ccccc2)c(OC)c1	-0.9	0.1	5	-27
Cc1[nH]nc2c1C(c1ccc(Cl)cc1)CC(=O)N2 (stereo not drawn)	1.3	-0.1	-4	7
N#Cc1cnc(N)nc1-c1ccccc1	1.1	0.2	10	4
CCOC(=O)c1sc2ncnc(Nc3cccc(C)c3)c2c1C	-1.4	0.0	8	1
COc1ccccc1C(=O)N/N=C(\C)CC(=O)Nc1cc(Cl)ccc1Cl	1.1	0.1	13	-18
Cc1cccc(N2C(=O)c3ccc(C(=O)Nc4cccc(C(=O)O)c4)cc3C2=O)c1	2.9	-0.1	3	10
CC(C)NC(=O)C(=O)NCCN1CCN(C(=O)c2ccc(C(C)(C)C)cc2)CC1	2.8	0.4	48	8
CCOC(=O)c1ccc(Nc2nc(-c3ccc(OC)cc3)no2)cc1	1.9	-0.2	5	-4
CCOc1ccc(-n2cc(-c3ccccc3)c3c(Nc4cc(OC)c(OC)c(OC)c4)ncnc32)cc1	1.1	-0.1	3	0
CCOc1ccc(N=c2ccc3ccccc3n2C)cc1	1.3	0.0	11	0
CC[N+](CC)(CC)CC(=O)Nc1c(C)cccc1C	-0.3&1.2	-0.1&0.1	-4&14	2
O=C1NC(=O)C(=Cc2ccc(OCc3ccccc3F)cc2)C(=O)N1	-6.0	0.1	10	-17
Cc1cccc(NC(=O)C(NS(=O)(=O)c2cccc3nsnc23)c2ccccc2)c1 (stereo not drawn)	0.6	0.4	7	15
O=C(Cc1ccccc1)NCCn1ccc2ccccc21	-1.3	0.0	3	-2
CC(C)C1=NOC(C(=O)N2CCC(N3CCC(C(=O)N4CCOCC4)CC3)CC2)C1 (stereo not drawn)	-1.9	0.3	9	5
CCCC1=NN2C(=N)/C(=C/c3cccc(Br)c3)C(=O)N=C2S1	0.6	0.2	17	-3
Cc1cccc(CN[C@@H]2C[C@@H](C(=O)NC(C)C)N(C(C)C)C2)c1	-1.5	-0.1	5	-2
O=C(Nc1nnc(C2CCCCC2)s1)c1cccc(F)c1	1.5	-0.1	-1	-42
CCCCC1(C)OC(=O)C(=Cc2ccc(OC)c([N+](=O)[O-])c2)C(=O)O1 (stereo not drawn)	0.0	-0.4	10	7
COc1ccc(C2C(C#N)=C(N)N(c3cccc(Br)c3)C3=C2C(=O)CC(C)(C)C3)cc1O (stereo not drawn)	-1.3	0.1	-6	-4
COc1ccc([N+](=O)[O-])cc1NC(=O)COC(=O)c1c(-c2ccccc2Cl)noc1C	-0.5	0.3	14	-1
Cn1ccnc1SCC(=O)c1ccccc1	-5.6	0.2	7	-45
O=C(Nc1ccc(O)c2c1C(=O)c1ccccc1C2=O)c1ccco1	-0.2	0.0	-8	-52
CC1CC2(CCCC2)N(C(=O)c2ccccc2)Cc2ccccc21 (stereo not drawn)	-0.4	-0.1	-1	1
COc1ccc(OCCN2C(=O)CC(C3C=C(C)C4C(=O)N(CCOc5ccc(OC)cc5)C(=O)C4C3)C2=O)cc1 (stereo not drawn)	0.0	0.5	5	1
COc1ccc(CC(=O)N2CC(=O)Nc3ccccc32)cc1	-0.1	0.0	14	13
CCOC(=O)C1=C(C)NC(=S)NC1c1ccc(OC(=O)c2ccco2)c(OC)c1 (stereo not drawn)	2.2	0.2	11	-9
CCOCCCn1c(C)nc2c(sc3nc4c(cc32)COC(C)(C)C4)c1=O	1.9	-0.2	0	-6
CN(C1(C)CCS(=O)(=O)C1)S(=O)(=O)c1ccc(C(C)(C)C)cc1 (stereo not drawn)	0.8	-0.1	8	-1
CC(C)(C)n1c(-c2ccccc2)csc1=NCc1ccco1	0.8	-0.1	21	3
COc1ccccc1-n1c(SCC(=O)N(C)C)nnc1-c1cccnc1	-0.3	0.0	6	1
O=C(NCc1cccc(C(F)(F)F)c1)c1csc(NCCN2CCOCC2)n1	0.1	-0.1	5	9
COc1cc2nc(-c3c(C)noc3C)nc(Nc3ccccc3)c2cc1OC	-1.8	0.1	8	3
CCOC(=O)c1sc(NC(=O)CSc2nnc(CNC(=O)c3cccc(F)c3)n2-c2cccc(C)c2)c(C(=O)OCC)c1C	-1.1	-0.1	-12	1

Reprinted from the part before: 2 entries; new compounds follow.
Structure	GPR151 ag	FBW7 activator	MITF inh	TEAD-YAP block
COc1cc2nc(-c3c(C)noc3C)nc(Nc3ccccc3)c2cc1OC	-1.8	0.1	8	3
CCOC(=O)c1sc(NC(=O)CSc2nnc(CNC(=O)c3cccc(F)c3)n2-c2cccc(C)c2)c(C(=O)OCC)c1C	-1.1	-0.1	-12	1
CC1=C(C(=O)OCCOc2ccccc2)C(c2ccccc2Cl)C2=C(CCCC2=O)N1 (stereo not drawn)	1.9	0.0	11	1
CC(=O)N/N=C/c1ccc(N(C)C)cc1	-1.0	0.0	-8	6
Fc1ccccc1N1CCN(Cn2nc(-c3ccncc3)oc2=S)CC1	-1.1	0.0	-8	7
COC(=O)c1cc(N2C(=O)C3C(C2=O)C2C=CC3C23CC3)ccc1Cl (stereo not drawn)	0.3	0.0	8	8
OC(COCc1ccccc1Cl)CN1CCC2CCCCC2C1 (stereo not drawn)	-0.6	-0.2	32	4
COc1ccc(/C(N)=N/OC(=O)COc2ccccc2)cc1	0.5	-0.1	1	-50
COc1ccccc1NC(=O)Cc1noc(COc2ccc(C#N)cc2)n1	3.4	-0.1	5	-3
COc1c(O)ccc(/C=N/NC(=O)COc2ccccc2C)c1[N+](=O)[O-]	2.9	0.0	-5	-8
Cc1ccc(-c2nc(CSCC(=O)N3CCc4ccccc43)c(C)o2)cc1	0.5	-0.1	15	7
CCCCOc1ccc(C(=O)Oc2coc(CSc3nc(C)cc(C)n3)cc2=O)cc1	-0.8	0.0	1	-3
O=C(Cc1ccccn1)N1CCc2c([nH]c3ccccc23)C1c1ccccn1 (stereo not drawn)	2.2	0.0	-6	7
O=C(Nc1ccncc1)c1ccc(N2C(=O)c3ccccc3C2=O)cc1	-1.1	-0.2	-14	3
CSc1cccc(NC(=O)c2ccc(CNc3c(N4CCC(C)CC4)c(=O)c3=O)cc2)c1	1.7	-0.2	2	7
O=C(Cn1cnc2ccc([N+](=O)[O-])cc2c1=O)N1CCOCC1	-0.3	0.0	-1	-7
COc1cccc(NC(=O)CSc2nnc(-c3ccccc3OC)n2-n2cccc2)c1	0.0	-0.2	-4	18
CCC(NS(=O)(=O)c1ccc(C)cc1)C(=O)NCCC1=CCCCC1 (stereo not drawn)	0.8	-0.1	2	5

Taken from above.
GPR151 ag with CSc1cccc(NC(=O)c2ccc(CNc3c(N4CCC(C)CC4)c(=O)c3=O)cc2)c1 is entered as 1.7
FBW7 activator with O=C(Cn1cnc2ccc([N+](=O)[O-])cc2c1=O)N1CCOCC1 is entered as 0.0

From PubChem
